Bioassay records deposited in PubChem BioAssay by several laboratories.
Glyco luc inh = N-linked glycosylation inhibition. reporter increase, % at 12.5 µM. D54 ERlucT glycosylation luciferase reporter, 24 h; percent of 100 nM tunicamycin response. 360,000 compounds, 0.23% hits;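 active means mean luciferase reporter signal, scaled so untreated is 0 and the glycosylation-blocking control 100, at or above a set limit in every replicate; inconclusive means mean reaches the limit but not every replicate does; inactive means mean below the limit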;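 further: luciferase carries N-glycosylation sites so blocking glycosylation raises the light; 0% = median of neutral control wells and 100% = median of 100 nM tunicamycin wells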
MC4R antag cAMP = blocks human MC4R cAMP signaling. P32245. MC4R-expressing cells, MTII-stimulated cAMP, LANCE TR-FRET. inhibition, % at 6.5 µM. 360,000 compounds, 0.48% hits;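 active means inhibition above its plate's cutoff, the mean of tested wells on that plate plus 3 SD, cut at about 29% in these data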;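 further: 0% = Melanotan II alone and 100% = Melanotan II plus saturating MCL0020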
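Assay system: U2OS-MC4R stable cell line; Also added: Melanotan II; Technique: Eu-cAMP/anti-cAMP TR-FRET, emission 671 nm; Times: 30-min compound, 1-h challenge, 1-h detection, room temperature.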
Exocytosis inh = lytic granule exocytosis inhibition. TALL-104 LAMP-1 surface exposure, flow cytometry; cells stimulated with thapsigargin and PMA. inhibition, % at 10 µM. 360,000 compounds, 0.66% hits. AID 651702;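 active means inhibition above about 55%, limit read from the data; inconclusive means no clear call, values can overlap the other calls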
NOD2 RIPK2 PPI = NOD2-RIPK2 protein interaction inhibition | CHO BLA complementation NOD2-RIPK2, CCF4 ratio | inhibition, % at 4.98 µM | 360,000 compounds, 0.38% hits; in the data active means inhibition above about 21%;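 further: 0% = vehicle only and 100% = reference blocker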
ABHD5-PLIN5 inh = ABHD5-PLIN5 protein interaction inhibition; Q00G26+Q8WTS1; Split G. princeps luciferase complementation, luminescence, 4 h; inhibition, % at 4 µM; 360,000 compounds, 0.78% hits; AID 602281;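 active means inhibition above the mean inhibition across every tested compound plus 3 SD, cut at about 22% in these data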;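 further: 0% = DMSO only wells and the 100% control is not disclosed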
Target sequence (Q00G26 whole entry, looked up): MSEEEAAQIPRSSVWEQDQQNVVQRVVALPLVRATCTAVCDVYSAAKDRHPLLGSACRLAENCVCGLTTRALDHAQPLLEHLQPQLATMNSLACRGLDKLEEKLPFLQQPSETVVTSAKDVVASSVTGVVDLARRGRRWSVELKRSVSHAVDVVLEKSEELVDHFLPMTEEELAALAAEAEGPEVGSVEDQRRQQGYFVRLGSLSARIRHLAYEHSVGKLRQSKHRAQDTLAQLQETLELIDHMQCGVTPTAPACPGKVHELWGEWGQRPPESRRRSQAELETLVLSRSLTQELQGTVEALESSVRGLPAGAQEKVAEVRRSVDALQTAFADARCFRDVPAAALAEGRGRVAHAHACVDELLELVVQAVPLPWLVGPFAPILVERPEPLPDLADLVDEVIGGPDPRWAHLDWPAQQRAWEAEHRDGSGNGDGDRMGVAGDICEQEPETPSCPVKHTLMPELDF
Target sequence (Q8WTS1 whole entry, looked up): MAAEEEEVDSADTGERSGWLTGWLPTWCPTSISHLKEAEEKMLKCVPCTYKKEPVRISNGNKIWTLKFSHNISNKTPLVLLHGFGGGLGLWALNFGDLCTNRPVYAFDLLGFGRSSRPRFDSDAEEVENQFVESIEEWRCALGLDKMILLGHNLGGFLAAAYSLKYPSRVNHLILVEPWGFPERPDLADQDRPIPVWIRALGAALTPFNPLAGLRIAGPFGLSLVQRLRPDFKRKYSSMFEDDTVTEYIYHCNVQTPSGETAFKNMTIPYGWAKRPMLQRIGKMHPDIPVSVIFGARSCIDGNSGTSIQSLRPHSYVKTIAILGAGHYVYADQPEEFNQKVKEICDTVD
aDG glyco act = increases alpha dystroglycan glycosylation | Pro5-aDG cells, alpha-DG glycosylation AlphaScreen (IIH6); 0% Pro5, 100% B10-LARGE cell signal | activation, % at 10 µM | 360,000 compounds, 0.22% hits;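 active means activation of at least 8% versus controls, or a plate z-score of at least 8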;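 further: Pro5 are CHO cells carrying HIG-tagged alpha-DG that lacks glycosylation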
Vif imaging = HIV Vif inhibition. HEK293T cells, Vif self-association by quenched fluorescence, imaging, 24 h. inhibition, % at 7.49 µM. 340,000 compounds, 0.35% hits. AID 602346; in the data active means inhibition above about 50%, passing the limit was not always enough; inconclusive means no clear call, values can overlap the other calls; inactive means below about 31%; further: some results filed as inactive read as strong as hits
TLR9-MyD88 block = blocks human TLR9 binding to MyD88. CHO BLA complementation TLR9-MyD88, CCF4 FRET ratio. inhibition, % at 4.98 µM. 340,000 compounds, 0.21% hits. AID 504734;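 active means inhibition above the mean over all tested compounds plus 3 SD, cut at about 21% in these data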;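 further: 0% = DMSO only wells and 100% = clavulanate BLA inhibitor control wells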
MC4R ag barr = human MC4R agonism via beta-arrestin; P32245; U2OS MC4R beta-arrestin complementation, luminescence; percent of melanotan II response, DMSO zero; activation, % at 8.9 µM; 360,000 compounds, 0.98% hits;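 active means activation above a per-plate cutoff, the mean activation of sample wells on that plate plus 3 SD, cut at about 8% in these data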
ABCB6 inh MLPCN = human ABCB6 transporter inhibition; fluorescence ratio to DMSO, % at 10 µM; K562-ABCB6 porphyrin accumulation, flow cytometry, 1 h; hits give low values; Q9NP58; 360,000 compounds, 0.19% hits;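 active means fluorescence ratio to DMSO below 75%, the collection mean minus 3 SD; inconclusive means too few cells collected in the well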;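 further: signal is porphyrin accumulated inside mitochondria; 100% equals median channel fluorescence of DMSO control wells; lower ratio means ABCB6 inhibition with less porphyrin fluorescence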
Active calls of the source: *; ? = inconclusive; / = not tested or not shown; & = joins results of further samples.

| mol | ABHD5-PLIN5 inh | aDG glyco act | MC4R ag barr | Vif imaging | Glyco luc inh | TLR9-MyD88 block | MC4R antag cAMP | ABCB6 inh MLPCN | Exocytosis inh | NOD2 RIPK2 PPI |
| --- | --- | --- | --- | --- | --- | --- | --- | --- | --- | --- |
| Cc1ccc(S(=O)(=O)N2CCN(S(=O)(=O)N3CCC(C)CC3)CC2)cc1C | -4 | 0.1 | 10* | 25 | 1 | 2 | -2 | 93 | 0 | 2 |
| O=S(=O)(NCc1cccnc1)c1cccn1-c1ncc(C(F)(F)F)cc1Cl | 2 | 1.3 | -1.1 | -1 | 0 | -8 | 3 | 103 | 2 | -16 |
| Cc1ccc(N(CC(=O)N2CCCCCC2)S(C)(=O)=O)cc1Cl | 6 | 0.4 | -0.7 | 1 | -1 | 0 | 1 | 96 | 8 | -6 |
| Cn1c(SCC(=O)NC2(C#N)CCCCC2)nnc1-c1cccnc1 | -4 | -0.1 | -3.2 | -7 | -1 | 6 | 11 | 96 | 1 | 5 |
| COc1ccc(-c2nc(CS(=O)CC(=O)NC3CCCCC3C)c(C)o2)cc1OC (configuration not stated) | 4 | 0.0 | -3.4 | 19 | -1 | 1 | 3 | 99 | 4 | -3 |
| CC(NC(=O)CNC(=O)C(Cc1ccccc1)NC(=O)OCc1ccccc1)C(N)=O (configuration not stated) | 3 | 0.1 | 0.4 | -5 | 0 | 0 | -5 | 86 | 0 | -3 |
| CCCCN(C=O)c1c(CC)nc2ccc(C(=O)NCc3ccccc3OC)cn12 | 11 | 0.1 | 2.5 | -1 | -1 | / | 11 | 98 | -1 | 5 |
| COc1ccccc1CNC(=O)COC(=O)c1ccc(Cl)c(N)c1 | 0 | 0.2 | 1.1 | 1 | -1 | 5 | -3 | 80 | -1 | 6 |
| CC1=NN(C(C#N)c2ccccc2)C(c2ccccc2)C1 (configuration not stated) | 2 | -0.1 | -0.6 | 1 | 0 | / | 0 | 97 | -5 | -4 |
| Cc1ccccc1Nc1c([N+](=O)[O-])cncc1[N+](=O)[O-] | 7 | 0.1 | 0.5 | 1 | 2 | -4 | -11 | 100 | 9 | -15 |
| CCCN1Cc2cccc(C(=O)NCc3ccc4c(c3)OCO4)c2C1=O | 4 | 0.4 | -3.6 | -8 | -4 | 1 | 11 | 95 | -2 | 0 |
| Cc1cccc(NC(=O)CCSc2ccccn2)c1 | 2 | -0.1 | 0.2 | -6 | 0 | 6 | -2 | 103 | -2 | -1 |
| COc1ccc(NC(=O)CN(C)C(=O)c2cc(C)on2)cc1 | 4 | -0.1 | 0.5 | 1 | 1 | 5 | -1 | 98 | -6 | -3 |
| CCN(CCn1cccn1)C(=O)CCc1nnc(C2CCCCC2)o1 | -6 | -0.2 | 0.1 | -1 | 0 | 9 | 0 | 96 | -2 | 1 |
| Cc1cccc(C)c1NC(=O)c1cccc(N2C(=O)C3CCC(C)CC3C2=O)c1 (configuration not stated) | -2 | -0.1 | 3.0 | 2 | 5 | -5 | 16 | 100 | 10 | -14 |
| O=C(NCCCN1CCCC1=O)Nc1ccc(F)c(Cl)c1 | 0 | 0.1 | 0.8 | -12 | 2 | -17 | 11 | 102 | -2 | -2 |
| CC1(C)O[C@@H]2[C@H](O1)[C@@H](COS(=O)(=O)O)O[C@H]2n1ccc(=O)[nH]c1=O | 4 | -0.2 | 0.0 | -1 | 3 | -2 | 1 | 93 | 15 | 0 |
| CSc1cccc(NC(=O)C2CCCN2S(=O)(=O)c2ccc3c(c2)CCC(=O)N3)c1 (configuration not stated) | 1 | 0.0 | -2.0 | 12 | -1 | 10 | 0 | 93 | -1 | -6 |
| COc1cccc(OCCCOc2ccc([N+](=O)[O-])cc2Cl)c1 | -3 | 0.2 | -1.6 | 10 | -1 | 3 | -1 | 95 | 0 | -2 |
| COc1cccc(Nc2nc(C(N)Cc3ccc(F)cc3)cs2)n1 (configuration not stated) | 3 | 2.6 | 4.6 | 4 | -2 | / | -10 | 90 | 0 | 10 |
| CC(C)NS(=O)(=O)c1ccc(CCC(=O)N2CCC(C(N)=O)CC2)cc1 | 1 | -0.1 | 0.3 | 0 | 0 | -10 | 31* | 99 | 4 | 8 |
| O=C(Cc1c(F)cccc1Cl)Nc1cccc(S(=O)(=O)NC2=NCCCCC2)c1 | -4 | -0.1 | -1.1 | 2 | -5 | 2 | 0 | 98 | 1 | -2 |
| COc1cc(C(=O)NNC2=CC(=O)CC(C)(C)C2)cc(OC)c1OC | -5 | 0.0 | -1.3 | 0 | 3 | 9 | -8 | 99 | -4 | 0 |
| O=C1C2CCCCN2C(=O)N1CCCCN1CCN(c2cccc(Cl)c2)CC1 (configuration not stated) | 0 | 0.0 | -1.9 | -2 | -1 | -4 | 3 | 98 | -1 | -7 |
| C/C(Cn1nnc2ccccc21)=N\NC(=O)c1cccc(Br)c1 | -4 | -0.2 | -1.5 | / | 2 | 11 | 7 | 94 | 6 | -1 |
| CCCC(=O)Nc1ccc(C(=O)NN2C(=O)c3ccccc3C2=O)cc1 | 3 | 0.4 | -0.9 | -1 | 2 | 7 | 17 | 94 | 11 | 2 |
| COc1ccccc1CNC(=O)c1ccc(S(=O)(=O)N2CCCC2)cc1 | -1 | -0.2 | -1.2 | -7 | 2 | 2 | 2 | 96 | 0 | -15 |
| CCOC(=O)c1c(C)c(-c2ccccc2)n(CC(=O)NCCCN(CC)CC)c1C | 2 | 0.1 | 0.1 | / | 1 | -1 | -4 | 97 | ? | 3 |
| COc1cccc(-c2onc3ccc(C(=O)/C=C/N(C)C)cc23)c1 | -2 | -0.1 | -0.9 | ? | -2 | 10 | 4 | 97 | -3 | -1 |
| CCN(CC)C(=O)[C@H]1C[C@H](CC(=O)NC(C)(C)C)C(=O)N2CCc3c([nH]c4cc(CCC(=O)N(C)C)ccc34)[C@]12C | -7 | 0.3 | -2.1 | 7 | 1 | -6 | 13 | 97 | 0 | 4 |
| O=C(CCNC(=O)c1ccccc1Cl)Nc1ccc2c(c1)OCO2 | 1 | 0.5 | -0.6 | -3 | -1 | -2 | 1 | 94 | 3 | 2 |
| COCCCNC(=O)c1ccc(Cn2c(=O)c3ccccc3n(Cc3ccc(C)cc3)c2=O)cc1 | -1 | 0.4 | 0.0 | -1 | -1 | 3 | 0 | 96 | -3 | 0 |
| Cc1nn(-c2ccccc2)c(C)c1C(=O)NCc1ccccc1F | -4 | -0.1 | -0.6 | 0 | -3 | -7 | 7 | 100 | -12 | -7 |
| CCN1C(=O)[C@H]2[C@H]3CN=C(SCc4ccc(C#N)cc4)N3[C@@](CC)(C(=O)OC)[C@H]2C1=O | -1 | 0.2 | -1.4 | -1 | 2 | -10 | -6 | 100 | -3 | -21 |
| O=C(C1CCCN(S(=O)(=O)c2cccc3cccnc23)C1)N1CCN(c2ccc(F)cc2)CC1 (configuration not stated) | 3 | 0.0 | -1.8 | -4 | -1 | 7 | 6 | 94 | -4 | -2 |
| COc1ccccc1NS(=O)(=O)c1ccc(C)c(C(=O)NCC(c2cccs2)N2CCOCC2)c1 (configuration not stated) | -6 | 0.2 | 0.2 | 3 | 0 | -15 | 2 | 97 | -5 | 2 |
| CCCC(=O)N1CCN(c2ccc(NC(=O)c3ccco3)cc2)CC1 | 0 | 0.2 | 2.1 | 3 | -2 | 1 | -4 | 101 | -2 | -17 |
| CC(C)NC(=O)C1(C)CCCN1C/C=C/c1ccccc1 (configuration not stated) | -1 | -0.3 | 0.5 | 2 | -2 | / | 15 | 104 | 1 | -4 |
| COc1cc(C(=O)NC(C)Cc2ccccn2)ccc1OC1CCN(C(C)=O)CC1 (configuration not stated) | -2 | -0.1 | -1.4 | 0 | 2 | -6 | 0 | 100 | -1 | -7 |
| COc1ccccc1/C=C1\SC(=S)N(CC(=O)NC2CCS(=O)(=O)C2)C1=O (configuration not stated) | -3 | 0.3 | -3.5 | -2 | -1 | 3 | -1 | 97 | 0 | 1 |
| CCCn1c(N)c(C(=O)CSc2nc(C)nc3sc(C)c(C)c23)c(=O)[nH]c1=O | 0 | 0.2 | -1.1 | -1 | 1 | 4 | -1 | 95 | 0 | -4 |
| Oc1c(C=C2N=c3ccccc3=N2)sc(=S)n1C1CCCCC1 | 0&-8 | 0.0&0.1 | 0.1&-1.0 | 6&-1 | 2&2 | -8&2 | 9&11 | 95&109 | -6&-2 | 4&-4 |
| COc1ccc(OC)c(NC(=O)C2C(C(=O)O)C3(Cl)C(Cl)=C(Cl)C2(Cl)C3(Cl)Cl)c1 (configuration not stated) | -6 | -0.1 | -1.3 | -2 | 0 | 1 | 6 | 100 | -3 | -16 |
| Cn1c(=O)c2c(nc(CN3CCN(C(=O)c4ccco4)CC3)n2CCc2ccccc2)n(C)c1=O | 3 | -0.2 | -1.3 | 3 | -2 | 1 | -2 | 94 | 0 | -7 |
| CC(C)c1c(C(=O)N/N=C/c2ccc(OCc3ccc(F)cc3)cc2)nnn1-c1nonc1N | 13 | 0.5 | 2.8 | -4 | -11 | 2 | 13 | 98 | -1 | 4 |
| COc1ccc(-c2cc(C(F)(F)F)n3nc(C(N)=O)cc3n2)cc1 | 5 | 0.7 | -0.7 | / | 1 | 14 | 4 | 99 | 1 | -9 |
| N#CCO/N=C/C(=O)Nc1ccc(F)cc1F | 0 | -0.2 | -1.9 | 0 | 0 | -2 | -2 | 99 | 8 | -2 |
| CCOc1ccc(CCNC(=O)c2cc3c(s2)CS(=O)(=O)C3)cc1OCC | 1 | -0.4 | -0.6 | -2 | 0 | -2 | 10 | 100 | -27 | -4 |
| O=C(Nc1ccc(C(=O)N2CCC(N3CCCC3)CC2)cc1)c1ccc(Br)o1 | 0 | -0.2 | -1.4 | 0 | 1 | 4 | -5 | 103 | -9 | 0 |
| CCc1cccc(C)c1Nc1nc2ccccc2n2cnnc12 | 5 | 0.4 | 0.8 | -1 | 1 | -3 | 9 | 91 | -9 | -6 |
| CCC(C)CCN1CCN=C1N(C)C (configuration not stated) | 7 | 0.0 | 0.6 | / | 2 | -1 | -2 | 101 | 1 | 5 |
| CCOCc1nnc(NC(=O)c2ccc3c(c2)OCO3)s1 | 0 | -0.1 | -3.7 | -6 | 3 | -1 | 0 | 102 | 0 | -7 |
| CCOc1ccc(/C(O)=C2/C(=O)C(=O)N(CCCN3CCOCC3)C2c2ccc(C)cc2)cc1C (configuration not stated) | 2 | -0.1 | -0.1 | -2 | 1 | 4 | -2 | 92 | 4 | -5 |
| O=CNCc1nc2ccccc2n1CCCc1ccccc1 | 1 | 0.2 | 0.6 | 2 | 0 | 4 | -1 | 98 | -6 | 13 |

Some of the compounds tested, so the mix of outcomes need not match the whole.
